Screens (PubChem)
GSH fluor = compound fluorescence on glutathione beads, profiling panel, artefact control, biophysical, 488/530 nm, flow cytometry; GSH beads flow cytometry, compound fluorescence 488/530 nm; hits give high values; hit rate 0.25% among 190,000; fluorescence (KMESF) at 10 µM; in the data active = fluorescence above about 89;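 note: glutathione beads carrying GST-tagged Bcl family fusion proteins plus one bare bead set; values are compound well signal with DMSO vehicle wells as background; inactives centre near 16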
RGS8-Gao reg = RGS8-Galphao binding modulators, primary screen, biochemical, multiplexed bead flow cytometry; actives lie on both sides; hit rate 0.34% among 220,000; AID 1423, 2008; response (percent of control binding), % at 10 µM; Guanine nucleotide-binding protein G(o) subunit alpha (Homo sapiens), P09471; in the data active = response below about 60% or above about 140%; inactive = in between;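 note: Galphao activated as the GDP aluminium fluoride complex binding bead-coupled RGS8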
Bim-Bcl-W = inhibitors of Bim binding to Bcl-W, primary screen, biochemical, multiplexed, bead-based flow cytometry; Bim peptide-Bcl-W binding; inhibition, % at 10 µM; hit rate 0.02% among 190,000; AID 952, 2007; Bcl-2-like protein 2 (Homo sapiens), Q92843;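 note: 0% = bound tracer without compound and 100% = peptide blocker; higher means less fluorescent Bim peptide bound to Bcl-W beads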
Target sequence (Q92843 whole entry, looked up): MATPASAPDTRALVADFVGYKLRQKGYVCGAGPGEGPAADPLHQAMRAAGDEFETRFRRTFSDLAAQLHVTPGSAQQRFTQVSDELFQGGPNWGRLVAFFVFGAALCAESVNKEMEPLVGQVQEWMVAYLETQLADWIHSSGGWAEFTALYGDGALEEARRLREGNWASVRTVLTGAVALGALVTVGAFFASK
Bim-Bfl-1 = inhibitors of Bim binding to Bfl-1, primary screen, biochemical, multiplexed, bead-based flow cytometry; Bcl-2-related protein A1 (Homo sapiens), Q16548; Bim-Bfl-1 binding inhibition; inhibition, % at 10 µM; hit rate 0.12% among 190,000;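 note: 0% = wells without compound plus tracer and 100% = blocker peptide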
Bim-Bcl-2 = inhibitors of Bim-Bcl-2 binding, primary screen, biochemical, multiplexed, human Bcl-2 family; Apoptosis regulator Bcl-2 (Homo sapiens), P10415; inhibition, % at 10 µM; Bead-based flow cytometry, Bim peptide-Bcl-2 binding; hit rate 0.06% among 190,000; in the data active = inhibition above about 40%; inconclusive = no clear call, values can overlap the other calls;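 note: 0% = no compound wells with probe peptide and 100% = reference peptide inhibitor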
Target sequence (P10415 whole entry, looked up): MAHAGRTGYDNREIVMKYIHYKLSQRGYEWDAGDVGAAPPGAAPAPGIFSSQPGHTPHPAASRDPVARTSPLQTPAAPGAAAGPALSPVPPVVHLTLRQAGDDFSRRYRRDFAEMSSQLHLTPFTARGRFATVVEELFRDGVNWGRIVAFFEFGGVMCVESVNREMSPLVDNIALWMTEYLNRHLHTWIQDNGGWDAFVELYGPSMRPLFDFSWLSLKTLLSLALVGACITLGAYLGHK
ABCB1 inh = ABCB1 efflux pump inhibitors, primary screen, cell-based, multiplex, flow cytometry, ABCG2 counter-screen. inhibition, % at 6.6 µM. CCRF-Adr cells, JC-1 efflux. hit rate 0.067% among 190,000. AID 1326, 2008; in the data active = inhibition above about 40%;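 note: 0% = vehicle and 100% = reference inhibitor; higher value means more JC-1 retained so stronger ABCB1 efflux block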
RGS7-Gao reg = RGS7-Galphao binding modulators, primary screen, biochemical, multiplexed bead flow cytometry. hit rate 0.35% among 220,000. binding response (% of control), % at 10 µM. Guanine nucleotide-binding protein G(o) subunit alpha (Homo sapiens), P09471. actives lie on both sides; in the data active = binding response below about 49% or above about 150%; inconclusive = no clear call, values can overlap the other calls; inactive = in between;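 note: fluorescent Galphao held in activated GDP-AlF4 state binding bead-coupled RGS7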
ABCG2 inh = ABCG2 efflux pump inhibitors, primary screen, multiplex with ABCB1, IgMXP3 cells, flow cytometry | Broad substrate specificity ATP-binding cassette transporter ABCG2 (Homo sapiens), Q9UNQ0 | JC-1 efflux | inhibition, % at 6.6 µM | hit rate 0.1% among 190,000;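 active = inhibition above 80%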;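 note: 0% = DMSO and 100% = nicardipine control wells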
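Read-out basis: Efflux inhibition in percent versus controls | Test system: ABCG2 IgMXP3 and barcoded ABCB1 CCRF-Adr cell mix | Quantity: 3 million cells/mL in well | Schedule: 10 min at 25 °C | Control set: Nicardipine as high control, DMSO as low control | Reagent: JC-1 as fluorescent efflux pump substrate | Signal: Flow cytometry of retained JC-1 fluorescence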
RGS4-Gao reg = modulators of RGS4 binding to Galphao, primary screen, biochemical, multiplexed bead flow cytometry. Guanine nucleotide-binding protein G(o) subunit alpha (Homo sapiens), P09471. actives lie on both sides. binding response (% of control), % at 10 µM. hit rate 0.33% among 220,000. AID 1415, 2008; in the data active = binding response below about 49% or above about 150%; inactive = in between;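 note: fluorescent Galphao activated with aluminum fluoride binding bead-coupled RGS4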
Bcl-XL Bim block = inhibitors of Bim-Bcl-XL binding, primary screen, biochemical, multiplexed, bead flow cytometry, human Bcl-XL; hit rate 0.04% among 190,000; Bcl-2-like protein 1 (Homo sapiens), Q07817; Bim peptide-Bcl-XL binding, fluorescence; inhibition, % at 10 µM
Target sequence (Q07817 whole entry, looked up): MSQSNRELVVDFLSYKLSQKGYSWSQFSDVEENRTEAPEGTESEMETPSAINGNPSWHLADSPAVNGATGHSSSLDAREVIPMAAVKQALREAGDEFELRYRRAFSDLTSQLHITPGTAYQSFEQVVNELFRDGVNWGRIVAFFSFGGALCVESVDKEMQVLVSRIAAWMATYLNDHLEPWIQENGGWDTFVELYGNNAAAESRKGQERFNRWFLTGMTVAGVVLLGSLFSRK
Bim-Bcl-B = inhibitors of Bim-Bcl-B binding, primary screen, biochemical, multiplexed, human Bcl-2 family | inhibition, % at 10 µM | Bcl-2-like protein 10 (Homo sapiens), Q9HD36 | bead-based flow cytometry, Bim peptide-Bcl-B binding | AID 951, 2007 | hit rate 0.073% among 190,000;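 note: 0% = tracer peptide without compound and 100% = reference inhibitor peptide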
Target sequence (Q9HD36 whole entry, looked up): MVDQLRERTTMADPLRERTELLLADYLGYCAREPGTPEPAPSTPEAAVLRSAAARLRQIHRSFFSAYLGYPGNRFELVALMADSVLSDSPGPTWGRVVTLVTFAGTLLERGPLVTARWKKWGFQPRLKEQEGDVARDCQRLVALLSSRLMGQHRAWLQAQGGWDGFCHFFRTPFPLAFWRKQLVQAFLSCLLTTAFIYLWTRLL
The depositor's hits bear a star; ? = inconclusive; / = not tested or not shown. Cut-off read from the data, not from the text of the source, unless noted: active = inhibition above about 40%.

cpd	Molecule	Bim-Bcl-2	Bcl-XL Bim block	RGS7-Gao reg	ABCB1 inh	Bim-Bfl-1	ABCG2 inh	RGS8-Gao reg	Bim-Bcl-B	GSH fluor	Bim-Bcl-W	RGS4-Gao reg
1	CSc1nsc(/C=C/Nc2ccc(F)cc2F)c1C#N	1	0	114	2.2	1	22	104	-1	11	3	109
2	Cc1c(-c2csc(N)n2)cnn1C	4	0	100	-0.9	1	-1	95	2	54	-2	101
3	CC(=O)Nc1sc(C)c(C)c1C(=O)OCC(=O)N(C)C1CCS(=O)(=O)C1 (configuration not stated)	1	0	100	0.1	4	35	100	-3	12	0	94
4	COC(=O)[C@H]1C2CCC(C(=O)OC)(CC2)[C@H]1C(=O)OC	-9	-5	104	-0.2	-10	-1	104	-4	38	0	107
5	O=c1c[n+]([O-])c2ccccc2n1OCc1ccccn1	-1	-5	90	0.0	0	1	83	-2	12	-4	92
6	O=C(CN1CCCCC1)Nc1ccc(S(=O)(=O)N2CCOCC2)cc1	2	0	113	0.1	-3	0	122	1	6	0	114
7	O=C(CCl)c1ccc2c(c1)CCN2C(=O)C1CCCCC1	0	-1	99	-1.5	6	-3	99	-2	10	0	100
8	CCC(=O)Nc1ccc(S(=O)(=O)NCCc2ccccc2)cc1	-13	-10	101	-0.1	-13	0	100	-10	30	1	105
9	CCNc1nc(NC(C)C)nc(N(n2cnnc2)S(=O)(=O)c2ccc(C)cc2)n1	0	-3	100	-0.6	0	-1	101	-6	6	-2	101
10	O=C(c1ccccc1F)N1CCN(c2ccccc2F)CC1	-10	-4	99	0.6	-16	2	103	-6	25	0	102
11	CC(=O)Nc1ccc2nc(SCC(=O)N3CCOCC3)sc2c1	-3	-3	94	-0.1	-4	2	99	-6	21	-1	98
12	O=C1c2ccccc2NC(c2ccco2)N1/N=C/c1ccco1 (configuration not stated)	-3	0	101	-0.1	1	0	100	0	22	0	101
13	COc1ccc(-c2cc(C(=O)Nc3cc(C)on3)no2)cc1OC	0	-2	115	2.1	-4	21	105	0	24	-1	110
14	Cc1cc(C)cc(NC(=S)N2CCC(NC(=O)c3ccccc3C)CC2)c1	0	-1	102	0.8	-4	1	102	-7	15	-1	105
15	Cc1ccccc1-n1c(O)c(/C=N/N2CCCCC2c2cccnc2)c(=O)[nH]c1=O (configuration not stated)	-9	-4	100	-0.1	-6	2	102	-6	12	-3	104
16	CCOC(=O)N1CCC(NC(=O)c2cc3c(-c4ccc(Cl)cc4)nn(C)c3s2)CC1	-3	-2	100	0.0	-2	2	100	-1	13	-4	101
17	O=C(NCc1ccc(N2CCCC2=O)cc1)c1cn(CCc2ccccc2)nn1	-7	-7	106	0.5	-7	2	104	-6	15	0	103
18	CCOc1ccc(-c2nc(-c3ccccc3)no2)cc1OCC	-9	-8	105	0.5	-8	4	105	-11	16	-5	104
19	CCN(CC)C(=O)Cn1c(=O)n(CCCC(=O)NCc2ccccc2)c(=O)c2sccc21	-6	-1	106	0.3	-4	0	102	-2	13	-1	100
20	Cc1ccc(CNC(=O)c2ccc(NS(=O)(=O)c3c(C)noc3C)cc2)cc1	-12	-8	101	0.3	-19	18	102	-10	31	-2	100
21	O=C(NCCN1CCN(c2ccccc2F)CC1)c1cccn2c(=O)c3ccccc3nc12	2	2	95	2.4	1	10	98	2	8	0	94
22	CC(c1cccs1)N(C(=O)Nc1ccccc1)C1CCCCC1 (configuration not stated)	0	-3	101	0.5	-1	1	101	0	10	0	101
23	COc1ccc(/C=N/N2CCOCC2)cc1COc1ccc(Cl)cc1	-7	4	99	2.1	1	33	99	-5	2	9	101
24	O=C(Nc1ccc(NC(=S)NC(=O)c2cccs2)cc1)c1ccco1	-3	0	97	0.6	-7	1	100	-5	14	0	99
25	Cc1cccc(C)c1OCC(O)CN1CCN(c2ccccc2)CC1 (configuration not stated)	-3	-5	?	1.5	-3	7	100	-3	15	-3	100
26	Cc1cc(C(=O)CN2C(=O)c3ccccc3C2=O)c(C)n1C1CC1	-10	-4	97	0.3	-7	1	97	-4	14	2	100
27	CN(C)/C(Cn1cncn1)=C1/N=C(c2ccccc2)OC1=O	1	0	93	0.8	-2	4	102	1	18	-2	101
28	COc1ccc(CNC(=O)C2CCCN2CCc2ccccc2)cc1OC (configuration not stated)	0	1	102	1.1	-6	3	97	-2	12	0	101
29	CC(=O)c1cccc(NS(=O)(=O)c2ccc(N/C=C/C(=O)c3ccc(F)cc3)cc2)c1	-11	-4	105	-0.8	-16	-2	101	-5	18	-1	104
30	Cc1cc(N2CCOCC2)ccc1/C=C1\NC(=O)N(CC(=O)Nc2ccccc2C)C1=O	-2	2	107	0.0	0	1	102	-1	18	-1	102
31	Cc1nc2ncnn2c(Nc2ccc3c(c2)OCO3)c1Cc1ccccc1	-8	-5	103	0.6	-10	0	104	-5	13	2	102
32	CC(=O)c1cccc(CN2CCC(CO)(Cc3ccccc3)CC2)c1	5	-3	106	0.5	5	1	99	0	8	-2	106
33	CC/C(=N\O)C(C)(C)/[N+]([O-])=C/c1ccc(Br)cc1	-2	-3	98	0.2	-4	1	99	-1	24	-2	99
34	CCOC(=O)CSc1nc2c(sc(=S)n2-c2ccccc2OC)c(=O)n1Cc1ccco1	-10	-7	101	10	-11	1	105	-11	24	-4	103
35	C=CCNC(=O)c1onc(CSc2cccc3ccccc23)c1C(=O)O	-8	-6	94	0.3	-11	3	101	-7	30	0	97
36	O=C(CSc1nnc(Cn2nnc3ccccc32)o1)Nc1cccc(Cl)c1	-2	-1	98	0.0	-3	0	102	3	5	0	100
37	CCCN1CCC(NC(=O)Nc2ccccc2C(=O)OC)CC1	2	-2	96	0.4	1	1	100	2	22	1	98
38	COc1ccc(/C=C2\N=C3CCCCCN3C2=O)cc1	0	0	?	-0.4	-3	17	100	0	16	0	101
39	COCCOC(=O)C1=C(C)Nc2nc(C)nn2C1c1ccc(F)cc1 (configuration not stated)	-3	1	100	0.3	-1	1	100	0	16	0	99
40	O=C(NCCCN1CCN(c2ccccc2F)CC1)C1CC(=O)N(C2CCCC2)C1 (configuration not stated)	-1	0	100	0.4	-7	1	101	-1	19	0	103
41	CO/N=C/NC(=O)c1c(OC)ccnc1Oc1ccccc1	3	-2	100	-0.1	1	22	94	0	33	1	101
42	CC1CCN(CC(=O)Nc2cc(C(F)(F)F)ccc2Cl)CC1	0	-3	97	0.0	0	34	95	-7	15	-4	96
43	COC(=O)[C@H]1C[C@@H]1[C@H](NS(=O)(=O)c1ccc2ccccc2c1)c1ccccc1	-2	-3	101	1.6	-1	8	99	-6	16	-3	101
44	O=C1CCCC/C1=N\Nc1ccc(OCc2ccccc2)cc1	2	-7	106	0.3	1	-1	98	-1	17	0	99
45	CCN(CC)C(=S)NC(=O)c1ccc(OC)c(Br)c1	2	1	107	-3.6	9	-27	99	-2	24	2	99
46	CSc1cc(C)n(-c2ccccc2)c(=S)c1C(C)=O	0	1	102	0.1	5	1	101	-5	24	3	99
47	COc1ccc(C(=O)Nc2ccc([N+](=O)[O-])cn2)cc1OC	-2	-3	96	1.6	0	17	102	-2	4	-1	100
48	CCC(C(=O)NCc1ccco1)N(C(=O)CNS(=O)(=O)c1ccc(C)cc1)c1ccccc1OC (configuration not stated)	1	0	102	2.1	-1	3	98	0	14	1	100
49	COc1ccc(-c2onc(C)c2-c2ccc(C(=O)OC(C)C)o2)c(O)c1	1	-2	95	0.5	1	5	99	0	15	-5	99
50	NC1=NC(=O)C(CC(=O)Nc2ccc3c(c2)OCO3)S1 (configuration not stated)	-2	-2	88	0.5	-5	1	95	-3	26	-1	90
51	CN(CCOC(=O)c1ccc2c(c1)OCCO2)Cc1ccccc1	0	-1	101	0.3	-3	1	105	0	17	2	107
52	N#Cc1c(NC(=O)CSc2nnc(-c3ccncc3)n2CC2CCCO2)sc2c1CCCC2 (configuration not stated)	-3	1	99	0.9	0	4	96	-3	18	-2	96
53	CS(=O)(=O)N1CC2CCCN2c2cc(C(F)(F)F)ccc21 (configuration not stated)	0	4	96	0.6	-5	8	99	-3	11	0	99
54	Cn1cnnc1Sc1cc(N2CCN(S(=O)(=O)c3ccc(Cl)c(Cl)c3)CC2)ccc1[N+](=O)[O-]	-10	10	89	1.2	-10	1	97	-9	48	2	94
55	O=C(Nc1ccc(F)cc1)c1ccccc1CC[N+](=O)[O-]	-9	-7	107	0.5	-10	3	100	-7	46	0	105
56	COc1cc(OC)c2c(c1)OC(c1ccc(OC)c(OC)c1)C(O)C2=O (configuration not stated)	-1	-5	119	0.9	-3	6	120	-3	21	0	111
57	CCN1CC(CN(C)Cc2nc(-c3ccco3)oc2C)CC1=O (configuration not stated)	0	1	90	0.1	-4	2	98	0	18	0	89
58	CCN(CC)CCCNC(=O)/C(=C\c1cccn1C)NC(=O)c1cccs1	-4	-3	100	/	-6	3	101	-7	10	-3	101
59	Nc1nc2c(s1)C(=O)CC(c1ccccc1)C2 (configuration not stated)	0	1	84	0.1	2	2	95	0	14	0	81
60	CC1SC(C)C(=O)N(CC(=O)Nc2ccc([N+](=O)[O-])cc2)C1=O (configuration not stated)	-6	-2	103	-0.1	-7	0	102	-4	7	-2	103
61	c1ccc(-c2nnc(-c3ccccc3)o2)cc1	-2	1	103	-0.3	2	0	104	0	20	3	107
62	COc1ccc(OC)c(-n2c(SCC(=O)N3CCc4ccccc43)nc3c(c2=O)SCC3)c1	-6	-2	102	7.7	-10	5	100	-5	21	0	97
